# Screening results: PubChem, Columbia University Molecular Screening Center
# Htt clearance – clearance of mutant huntingtin inclusions, primary screen, imaging, HeLa Exon1htt(103Q)mCFP, confocal imaging; aggregate imaging; zero = plate's median compound well; inhibition, % at 1.5 µM; AID 853, 2007; 0.42% of 47,000 active;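 active means inhibition of aggregate fluorescence above about 70%, also judged a hit by eye on the cell image, limit read from the data, passing the limit was not always enough; inconclusive means no rule stated for this call; inactive means not judged a hit on image review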;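 further: cells exposed to compound for three days before fixation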
# Htt clearance grain fraction – also measured in Htt clearance; calls as there; fraction fluorescence in grains; measured here: aggregate grain fluorescence fraction; active compounds read low;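 scaled fraction of total cell fluorescence in grains with unit not stated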
# * marks the source's active call; other numbers are inactive results; ? = inconclusive; nt = no result given. These rows are one share of the data, so the mix of outcomes need not match the whole.
Htt clearance grain fraction	Htt clearance	Molecule
34	7	Cc1nc(-c2cccc(S(=O)(=O)N3CC(C)OC(C)C3)c2)cs1 (stereo unspecified)
19	5	COC(=O)COc1ccc(NC(=O)C2CCCO2)cc1 (stereo unspecified)
25	-26	O=C(CSCc1ccc(Cl)cc1)N1CCCCC1
23	38	CCc1cccc(NC(=O)CS(=O)Cc2nc(-c3ccc(C)cc3)oc2C)c1 (stereo unspecified)
31	-67	CNC(=O)CSc1nnc(-c2ccc(S(=O)(=O)N3CCCC3)cc2)n1-c1cccc(C)c1C
18	-1	CCCCCOC(=O)CSc1nc2c(c(=O)[nH]c(=O)n2C)n1CCc1ccccc1
22	-10	CCc1[nH]nc2c1C1(CCN(C(=O)c3ccccc3)CC1)C(C#N)=C(N)O2
15	21	Cc1cccc(NC2=NCC(=O)N2Cc2ccccc2)c1
16	22	O=C(CSc1nc(-c2ccccc2)c(-c2ccccc2)o1)N1CCOCC1
24	-18	CN1CCN(c2ncnc3c2sc2nc(N4CCOCC4)c4c(c23)CCC4)CC1
21	44	CCCCC(CCC(=O)Nc1ccccc1C(=O)OCC)C(=O)O (stereo unspecified)
18	0	CCCCOc1ccc(C2CC(=O)NC2=O)cc1 (stereo unspecified)
46	-17	O=C(CCCOc1ccccc1)NCC1CCCO1 (stereo unspecified)
8.7	52	CC1(C)CC(=O)C2=C(C1)OC(N)=C(C#N)C21CCC2(CC1)OCCO2
16	11	COc1cccc(Cn2c(NCc3ccccn3)nc3c2c(=O)n(C)c(=O)n3C)c1
28	21	Cn1c(=O)n(C)c2cc(NC(=O)CCl)ccc21
11	46	O=C(C1CCN(S(=O)(=O)N2CCC3(CC2)OCCO3)CC1)N1CCC(Cc2ccccc2)CC1
32	-51	COc1cccc(C(c2nnnn2Cc2ccccc2)N2CCN(C3CCCC3)CC2)c1OC (stereo unspecified)
18	7	CCc1cc2cc(C)ccc2nc1SCC(=O)Nc1cc(C)on1
43	-37	COc1cccc(NC(=S)NN2CCN(C)CC2)c1
26	-33	CCc1c(O)nc(SCC(=O)N2CCOCC2)n(-c2ccccc2)c1=O
20	3	CCN(CC)/C(=N/O)NC(=O)NS(=O)(=O)c1ccc(C)cc1
28	29	O=C(c1ccccc1F)N(Cc1ccc2c(c1)OCO2)Cc1cc2cc3c(cc2n2nnnc12)OCO3
24	-27	CCOc1ccc(-c2cc(C(=O)O)c3ccccc3n2)cc1
28	16	Cc1cccc2c(=O)cc(C)n(CC(=O)N3CCOCC3)c12
42	-24	Cc1c(C(N)=O)sc(N)c1C(=O)OC(C)C
28	28	CCn1nc(CC(=O)Nc2ccc(-n3cnnn3)c(OC)c2)c2ccccc2c1=O
47	-14	COc1ccc(C(CC(=O)NCCCN2CCOCC2)NS(=O)(=O)c2ccc(C)cc2)cc1 (stereo unspecified)
44	-12	CCOC(=O)c1ccc(NCc2nc3ccccc3n2C)cc1
51	-17	CCCn1c(SCC(=O)NCCc2ccc(OC)c(OC)c2)nc2c1c(=O)n(C)c(=O)n2C
55	-17	Cn1cc(SCC(N)=O)c2ccccc21
17	-3	O=C(Cc1cccs1)Nc1nncs1
40	-8	Cc1cccc(CCNS(=O)(=O)c2ccc3c(c2)oc(=O)n3C)c1
35	-4	Cc1cc2c(ccc3c2no[n+]3[O-])nn1
103	-112	CCN(CC)c1ccc(NC(=O)CC2Oc3ccccc3NC2=O)c(C)c1 (stereo unspecified)
16	19	c1ccc(-c2n[nH]nc2-c2ccccc2)cc1
39	-34	O=C(COC(=O)c1cccnc1)Nc1ccc(F)cc1
23	-7	CN(c1ccccc1C(=O)NCc1ccco1)S(C)(=O)=O
40	-10	O=c1cc(CO)oc(CN2CCCC2)c1O
22	35	NC(=O)c1nn(-c2ccccc2)nc1NC(=O)CN1CCCCC1
15	17	CC1CN(CC(O)COc2ccccc2C(C)(C)C)CC(C)O1 (stereo unspecified)
52	-34	CCOc1ccc(C(=O)NCCn2cc(SCC(=O)Nc3cc(C)on3)c3ccccc32)cc1
37	-20	COc1cccc(-c2cc(C(=O)N3CC4(C)CC3CC(C)(C)C4)no2)c1 (stereo unspecified)
45	-6	Cc1nnc(SCc2ccc(CC(=O)O)cc2)o1
18	2	Cc1ccc(Cc2nnc3n(-c4ccccc4)nc(C(=O)c4ccccc4)n3c2=O)cc1
16	27	O=Nc1ccc(NOC(=O)c2ccc(Br)cc2)cc1
38	-97	CC1Cc2ccccc2N1C(=O)c1cccnc1 (stereo unspecified)
40	-30	Cc1ccc(S(=O)(=O)N/N=C/c2ccc(C(=O)O)cc2)cc1
34	-75	CC(=O)Nc1c(Br)cc(N2C(=O)CCC2=O)cc1Br
78	-112	Cc1ccc(-n2ncc3c(NCCCN4CCOCC4)ncnc32)c(C)c1
95	-82	COc1cccc(N2CCN(C(=O)CN(c3ccc(C)cc3)S(=O)(=O)c3c(C)n[nH]c3C)CC2)c1
31	8	O=C(N/N=C1\CCCc2ccccc21)C(O)c1ccccc1 (stereo unspecified)
12	60	CCN(CCCNC(=O)CCCn1c(=O)[nH]c2ccccc2c1=O)c1cccc(C)c1
24	-4	CC(=O)N1C(=O)C2(Nc3ccccc3N2)c2ccccc21
17	6	Cc1nn(C(C)c2n[nH]c(=S)n2-c2cccc(Cl)c2)c(C)c1[N+](=O)[O-] (stereo unspecified)
48	-24	C=CCCC(=O)Nc1nc(C)c(-c2csc(Nc3cc(Cl)ccc3OC)n2)s1
38	-24	N/C(=N\OC(=O)CCCOc1ccccc1)c1ccc(Br)cc1
13	31	CCC(=O)N1CCN(c2ccccc2NC(=O)COc2ccccc2Cl)CC1
42	-5	COc1ccc(-c2noc(-c3ccc4c(c3)OCO4)n2)cc1
22	4	Cc1ccc(S(=O)(=O)N2CCN(C(=O)N(c3ccccc3)c3ccccc3)CC2)cc1

# Random excerpt: four entries already listed.
Htt clearance grain fraction	Htt clearance	Molecule
40	-8	Cc1cccc(CCNS(=O)(=O)c2ccc3c(c2)oc(=O)n3C)c1
42	-5	COc1ccc(-c2noc(-c3ccc4c(c3)OCO4)n2)cc1
15	17	CC1CN(CC(O)COc2ccccc2C(C)(C)C)CC(C)O1 (stereo unspecified)
12	60	CCN(CCCNC(=O)CCCn1c(=O)[nH]c2ccccc2c1=O)c1cccc(C)c1

# An excerpt of these results, as tab-separated lines.
SMILES	Htt clearance grain fraction	Htt clearance
CC1CN(CC(O)COc2ccccc2C(C)(C)C)CC(C)O1 (stereo unspecified)	15	17
N/C(=N\OC(=O)CCCOc1ccccc1)c1ccc(Br)cc1	38	-24

# Additional structures.
Htt clearance grain fraction	Htt clearance	Molecule
48	-39	O=C1CCC(=O)N1CN(Cc1ccco1)CN1C(=O)CCC1=O
nt	?	O=C(O)CCN1C(=O)c2ccccc2C1=O
31	-66	CCCN1CCC(NC(=O)Nc2ccc(OC)c(OC)c2)CC1
27	-39	COc1cccc(-n2c(SCC(=O)OC(C)C)nnc2-c2cccnc2)c1
46	-20	Cc1cccc(-n2cnc(C(=O)NC3CCCCCC3)c2)n1
22	-24	COc1ccc(NC(=O)CSc2ccccc2)c(OC)c1
47	-9	CCc1nc2c(sc3nc4c(cc32)COC(C)(C)C4)c(=O)n1Cc1ccccc1
13	41	O=C(C1CCC1)N1CCc2cc(S(=O)(=O)NCC3COc4ccccc4O3)ccc21 (stereo unspecified)
63	-70	C=CCNS(=O)(=O)c1ccc(OCC(=O)OC)cc1
43	-10	COc1ccc(S(=O)(=O)N2Cc3ccccc3CC2C(=O)N2CCOCC2)cc1OC (stereo unspecified)
31	-67	Cc1ccc(NC(=O)CS(=O)CC(=O)NCC2CCCO2)cc1 (stereo unspecified)
13	31	COc1ccc(-n2c(=O)c3c4c(sc3n3cnnc23)CC(C)CC4)cc1 (stereo unspecified)
28	9	COc1ccc(NC(=O)c2ccc(-n3cccn3)nc2)c(OC)c1
19	0	Cc1ccc(-c2nc3ccccc3c(=O)n2CCCn2ccnc2)cc1
51	-153	O=C(CSc1nnc(-c2ccc(Br)cc2)o1)Nc1cccc2ccccc12
22	-20	CCOC(=O)N1CCN(S(=O)(=O)c2ccc(C)c(C)c2)CC1
38	-11	O=C(CSCc1nc2ccccc2[nH]1)N1CCN(c2ccc(F)cc2)CC1
40	18	Nc1c(C(=O)Nc2ccc(Cl)cc2)oc2ccccc12
110	-168	O=C(NC(O)C(=O)c1ccccc1)c1cccs1 (stereo unspecified)
21	27	CCNc1sc(C(=O)c2cccs2)c(N)c1-c1nc2ccccc2s1
25	37	N#CC1=C(N)SC(N)=C(C#N)C1c1ccnc2ccccc12
19	7	O=C(Nc1ccccc1OC(F)F)c1ccc(Br)o1
28	-30	Cc1cc(C)c(S(N)(=O)=O)c(C)c1-n1cnnn1
3.7*	80*	COc1cccc(C(C(=O)NCc2ccco2)N(Cc2ccco2)C(=O)Cn2nnc3ccccc32)c1 (stereo unspecified)
79	-80	CCOC(=O)C1Cc2ccccc2C(=O)O1 (stereo unspecified)
28	27	COc1cc(CNC(C)(C)CO)ccc1OCC(=O)Nc1ccc(Br)cc1
11	44	c1nc(N2CCOCC2)c2c3c(sc2n1)CCCC3
42	-19	Nc1cc(N)nc(SCc2cc(=O)oc3cc4c(cc23)CCC4)n1
61	-58	Cc1cc2nnc(SCC(=O)N3CCN(c4ccccc4)CC3)n2c(N)n1
50	-27	CCn1cc(C2=NOC(C(=O)Nc3cc(OC)c(Cl)cc3OC)C2)c(C)n1 (stereo unspecified)

# By substructure, the compounds so far with a thiophene ring, fused or not.
Htt clearance grain fraction	Htt clearance	Molecule
24	-18	CN1CCN(c2ncnc3c2sc2nc(N4CCOCC4)c4c(c23)CCC4)CC1
42	-24	Cc1c(C(N)=O)sc(N)c1C(=O)OC(C)C
17	-3	O=C(Cc1cccs1)Nc1nncs1
47	-9	CCc1nc2c(sc3nc4c(cc32)COC(C)(C)C4)c(=O)n1Cc1ccccc1
13	31	COc1ccc(-n2c(=O)c3c4c(sc3n3cnnc23)CC(C)CC4)cc1 (stereo unspecified)
110	-168	O=C(NC(O)C(=O)c1ccccc1)c1cccs1 (stereo unspecified)
21	27	CCNc1sc(C(=O)c2cccs2)c(N)c1-c1nc2ccccc2s1
11	44	c1nc(N2CCOCC2)c2c3c(sc2n1)CCCC3

# Quoted from the listing:
# Cc1ccc(NC(=O)CS(=O)CC(=O)NCC2CCCO2)cc1 (stereo unspecified) | Htt clearance grain fraction = 31
# COc1ccc(S(=O)(=O)N2Cc3ccccc3CC2C(=O)N2CCOCC2)cc1OC (stereo unspecified) | Htt clearance grain fraction = 43
# Nc1cc(N)nc(SCc2cc(=O)oc3cc4c(cc23)CCC4)n1 | Htt clearance = -19

# The list continues:
Htt clearance grain fraction	Htt clearance	Molecule
38	6	CCCn1c(SCC(=O)N2c3ccccc3Sc3ccccc32)nc2c1c(=O)n(C)c(=O)n2C
24	30	COc1ccc(/C=N/NC(=O)C(=O)NCc2cccnc2)cc1OC
5.1*	73*	COc1ccc(OC)c(C(c2nnnn2C2CCCC2)N2CCc3ccccc3C2)c1 (stereo unspecified)
19	7	COC(=O)c1ccc(CSc2nnnn2-c2ccc(C)cc2C)o1
35	7	CCCn1c2c(c(O)c(C(=O)Nc3ncccc3C)c1=O)CCCC2
57	-66	CCCC1(C(=O)OCC)NC(c2ccc(N(C)C)cc2)C2C(=O)N(c3ccc(OCC)cc3)C(=O)C21 (stereo unspecified)
22	-25	COC(=O)C1C(c2ccccc2)C(C(=O)OCc2ccco2)C1c1ccccc1 (stereo unspecified)
16	19	CCS(=O)(=O)N1CCC(C(=O)N2CCOCC2)CC1
8.7	57	O=C(CN1CCN(c2ccccn2)CC1)Nc1ccc(Cl)c(C(F)(F)F)c1
36	-85	O=C(Nc1ccc(N2CCCC2)cc1)c1cccc(F)c1
39	12	CCN(C(=O)Cc1c(C(=O)O)[nH]c2ccccc12)c1cc(OC)ccc1OC
24	-22	Clc1ccc(COn2nnc3ccccc32)c(Cl)c1
